# Assay outcomes from PubChem.
# GalR3 antagonist = blocks the human galanin receptor 3; 0.44% of 360,000 active; inhibition, % at 3 µM; HEK293 GalR3-CNG cAMP membrane potential fluorescence; galR3 body fused to GalR1 C-terminus; AID 651719; O60755;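 active means inhibition above the screen-wide average plus 3 SD, cut at about 13% in these data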;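 further: forskolin and galanin both at EC90 stimulate the cells; cAMP rise reported by CNG channel membrane potential dye signal; 0% = forskolin plus galanin with DMSO and 100% = forskolin alone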
# Target sequence (O60755 1-299 limits assumed): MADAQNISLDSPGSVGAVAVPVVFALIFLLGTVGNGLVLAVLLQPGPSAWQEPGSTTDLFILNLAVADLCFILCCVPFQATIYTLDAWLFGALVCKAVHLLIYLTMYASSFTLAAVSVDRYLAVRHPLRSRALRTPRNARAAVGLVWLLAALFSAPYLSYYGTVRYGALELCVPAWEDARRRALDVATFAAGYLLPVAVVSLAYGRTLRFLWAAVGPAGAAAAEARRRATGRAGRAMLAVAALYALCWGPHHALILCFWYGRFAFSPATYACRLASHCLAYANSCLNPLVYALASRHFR
# MEKK2mut PB1 HTS = signal of MEK5 binding to mutant human MEKK2 PB1 domain; percent response, % at 10 µM; bead flow cytometry, Alexa488-MEK5 binding to MEKK2 mutant; 0.35% of 290,000 active; AID 1530; in the data active means percent response above about 24%, passing the limit was not always enough; further: inactives centre near 1; some results filed as inactive read as strong as hits; reference of the scale not given here
# MEKK2wt PB1 HTS = raises or lowers MEK5 binding to wildtype human MEKK2 PB1 domain; Q9Y2U5; bead flow cytometry, Alexa488-MEK5 binding to MEKK2 WT; actives lie on both sides; binding response (% of control), % at 10 µM; 1.1% of 290,000 active; AID 1531; in the data active means binding response below about 67% or above about 130%
# CRFBP-R2 block = CRF-BP/CRF-R2 complex antagonism; HEK293 CRF-R2/CRF-BP, CRF-induced calcium fluorescence; inhibition, % at 11.8 µM; 0.59% of 350,000 active;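 active means inhibition of the ligand-induced calcium signal above about 50% at the single tested concentration, limit read from the data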
# HCV NS3 hel inh = inhibitors of Hepatitis C virus NS3 helicase; NS3 helicase DNA unwinding, Cy5 molecular beacon fluorescence; inhibition, % at 10.9 µM; 0.56% of 290,000 active;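 active means inhibition above the mean of all tested compounds plus 3 SD, set per campaign, cut at about 35% in these data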;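 further: 0% = DMSO wells and 100% = thioflavine S control wells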
#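 Assay system: hepatitis C virus NS3 helicase domain fragment enzyme. Also added: annealed dual-labelled DNA beacon duplex, ATP-started. Timing: 1 h reaction at 25 °C, ATP-initiated. Technique: Cy5 fluorescence at 0 and 60 min, beacon hairpin quenching. Evaluation: % inhibition of unwinding. Replication: one well per compound.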
# SUMO HTRF inh = blocks human SUMOylation mediated by UBC9 | P63279 | HTRF SUMOylation assay, SAE1/SAE2 + UBC9, in vitro | inhibition, % at 35 µM | 0.36% of 290,000 active; in the data active means inhibition above about 50%, passing the limit was not always enough; further: strong numbers were not always called active
# Target sequence (P63279 whole entry, looked up): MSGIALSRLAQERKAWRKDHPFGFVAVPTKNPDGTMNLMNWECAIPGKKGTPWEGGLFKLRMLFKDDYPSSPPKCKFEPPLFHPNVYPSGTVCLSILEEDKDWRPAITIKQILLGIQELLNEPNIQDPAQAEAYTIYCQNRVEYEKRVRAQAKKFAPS
# CRFR2-BP ag = agonists of human CRF-binding protein/CRF-R2 receptor complex | 0.46% of 350,000 active | HEK293 CRF-R2/CRF-BP, calcium dye fluorescence (FLIPR); percent of saturating CRF peptide response | activation, % at 13.2 µM;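 active means activation of at least 50%, plus an integration ratio under a set limit after plate pattern correction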;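 further: plate controls were neutral control wells without compound for no effect and CRF at EC100 for full effect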
# FID counter = displaces DNA intercalator in HCV helicase counter-screen. 0.17% of 290,000 active. AID 1845. inhibition, % at 7.9 µM. DNA fluorescent intercalator displacement, fluorescence; in the data active means inhibition above about 37%;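 further: 0% = vehicle and 100% = reference compound; higher means more ethidium bromide displaced from hairpin DNA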
# MEKK3 PB1 HTS = modulators (inhibitors or enhancers) of MEK5 binding to human MEKK3 PB1 domain. Q99759. bead-based flow cytometry, Alexa488-MEK5 binding to MEKK3; actives lie on both sides; 0 = blocked by unlabeled MEK5, 100 = vehicle. binding response (% of control), % at 10 µM. 1.4% of 290,000 active. AID 1529;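 active means binding response more than 3 SD above or below the average of its plate-row segment, actives on both sides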;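 further: Alexa488 bead fluorescence after subtracting the streptavidin-only scavenger bead signal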
# Target sequence (Q99759 whole entry, looked up, the tested form may be a part): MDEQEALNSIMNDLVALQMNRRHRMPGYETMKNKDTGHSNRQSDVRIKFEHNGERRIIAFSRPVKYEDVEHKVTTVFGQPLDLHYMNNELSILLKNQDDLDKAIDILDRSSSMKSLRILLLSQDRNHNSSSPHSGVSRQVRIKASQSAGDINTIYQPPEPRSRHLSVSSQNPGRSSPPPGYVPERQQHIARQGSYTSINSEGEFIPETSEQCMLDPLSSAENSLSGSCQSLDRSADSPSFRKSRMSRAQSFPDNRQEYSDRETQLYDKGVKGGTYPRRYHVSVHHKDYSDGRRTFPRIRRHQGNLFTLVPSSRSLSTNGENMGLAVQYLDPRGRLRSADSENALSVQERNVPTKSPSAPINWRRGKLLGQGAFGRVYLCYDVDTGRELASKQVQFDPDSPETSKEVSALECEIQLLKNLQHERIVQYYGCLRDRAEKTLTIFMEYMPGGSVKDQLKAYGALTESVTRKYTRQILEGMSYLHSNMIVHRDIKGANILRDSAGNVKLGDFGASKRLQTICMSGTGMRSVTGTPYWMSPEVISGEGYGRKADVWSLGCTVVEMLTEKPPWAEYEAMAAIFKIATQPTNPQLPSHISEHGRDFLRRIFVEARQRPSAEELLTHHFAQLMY
# * = called active by the depositor; x = not tested or not shown; [ ] = another dose, or the depositor's remark.
SMILES,GalR3 antagonist,MEKK2mut PB1 HTS,MEKK2wt PB1 HTS,CRFBP-R2 block,HCV NS3 hel inh,SUMO HTRF inh,CRFR2-BP ag,FID counter,MEKK3 PB1 HTS
CC(C)(C)C(=O)c1sc2nc(-c3cccs3)cc(C(F)(F)F)c2c1N,-3,-9,53*[inhibitor],-32,6,12,83*,-2,94
CCOC(=O)c1c(NC(=O)CSc2nc3ccccc3s2)sc(C(C)=O)c1C,-7,3,100,39,7,-24,4.4,-6,103
Fc1ccc2nc(C(F)(F)F)cc(N3CCOCC3)c2c1,-8,0,101,28,-12,-16,-1.6,-7,100
O=c1c2ccccc2ncn1Cc1cccc2ccccc12,-1,2,98,-2,6,-6,-1.3,-7,104
O=C(Nc1ccc(F)cc1F)c1csc(-c2ccncc2)n1,10,1,99,14,5,15,0.3,-7,101
CC(CCCC(C)(C)O)NC(=O)c1ccc2oc(CCc3ccccc3)nc2c1 (stereo unspecified),0,2,99,2,9,2,-0.3,-41,102
Cc1ccc(S(=O)(=O)N(CC(=O)Nc2ccccc2C(=O)O)c2cccc(Cl)c2C)cc1,-2,-4,93,50*,2,31,2.0,-7,90
O=C(CNS(=O)(=O)c1ccc(Br)cc1)N1CCN(Cc2ccccc2)CC1,-4,8,109,10,-7,8,-16,-26,105
CC(C)(C)OC(=O)N1CCN(c2ccc([N+](=O)[O-])cc2)CC1,-5,-3,103,30,6,7,-1.7,-9,106
CCNC(=O)NC(=O)C(C)OC(=O)c1oc2ccc(OC)cc2c1C (stereo unspecified),-3,3,101,-5,1,22,0.2,-2,102
COc1cc(OC)c2c3c(c(C4CCCCC4)nc2c1)CCC3,1,6,124,1,x,x,-1.7,x,104
CSc1nc(Oc2ccc(=O)[nH]n2)nc(N(C)C)n1,-1,8,117,-5,-24,17,-1.0,-3,107
COc1ccc(C2CC(c3ccc([N+](=O)[O-])cc3)=NN2C(C)=O)cc1 (stereo unspecified),-10,4,108,19,-11,10,-0.7,-10,104
CCOC(=O)c1c(-c2ccccc2)nc2c(C)cccn12,-5,4,106,-10,-11,15,-0.8,-18,106
CN(Cc1nc(-c2ccc3c(c2)OCO3)no1)CC1(N2CCOCC2)CCCCC1,1,-10,96,4,-1,-5,3.4,11,98
COc1ccc(CCNC(=O)C(=O)NCCCN2CCOCC2)cc1,-4,-2,101,-2,-2,20,-0.9,2,97
CN1CCc2[nH]c3ccc(C(=O)NN)cc3c2C1,-6,7,101,-8,0,7,-0.5,7,98
CN1CCN(c2ccc(S(=O)(=O)N3CCCCC3)cc2NC(=O)c2ccc(F)cc2F)CC1,-13,-2,95,-35,-48,15,-1.7,15,92
CCC(=O)Nc1ccc(C(=O)CSc2nnc(-c3ccccc3F)n2CCc2ccccc2)cc1,-1,0,99,8,14,1,-2.4,-30,105
O=C1CS/C(=N\N=C\c2ccco2)N1c1ccccc1,-4,22,113,3,41*,32,-2.5,-15,123
N#CCCn1cc(/C=N/O)c(-c2ccc(F)cc2)n1,6,5,103,7,-5,6,-0.5,-4,99
COc1ccc(C2Nc3ccccc3C(=O)N2NS(C)(=O)=O)c(OC)c1 (stereo unspecified),-4,7,105,9,7,18,-2.1,-9,106
CCCCS(=O)(=O)Nc1ccc2c(c1)ncn2C1CCCCC1,-2,-2,99,28,3,1,-0.3,-22,98
CCCCCCCOc1ccc(C(=O)Nc2cccnc2)cc1,-1,3,110,-18,-9,-1,3.9,-24,104
Cn1cc(CN2CCC(n3nccc3NC(=O)CCc3ccccc3)CC2)cn1,-5,5,105,2,4,-2,0.0,1,103
O=[N+]([O-])c1ccccc1/C=C/C=N/Nc1nc(N2CCCCC2)nc(N2CCCCC2)n1,-1,-2,99,16,13,10,-2.0,-7,99
CC(=O)c1ccc(N2CCN(C(=O)COc3ccc(F)cc3)CC2)c(F)c1,-2,-6,97,1,-13,15,-0.6,-20,91
Cc1nc(CCNC(=O)CC2C(=O)NCCN2Cc2ccoc2)nc2c1CCCC2 (stereo unspecified),3,7,105,8,4,9,0.4,-14,97
O=[N+]([O-])C1=CC=C2C(=NC3(CCCCC3)N2O)C1=NCCO,-9,x,x,-5,-4,-6,4.6,3,x
Cc1ccc(/C=C2\SC(=S)N(CC(=O)Nc3cccnc3)C2=O)cc1,-3,-5,92,-19,6,1,-0.3,1,96
CN(C)CCOc1ccc(/C(=C(/CCCl)c2ccccc2)c2ccccc2)cc1,x,22,176*,-5,x,x,-0.7,x,110
CCCOc1ccc(N2C(=O)CC(N3CCCC(C(=O)N4CCCC4)C3)C2=O)cc1 (stereo unspecified),0,2,101,-7,9,3,-0.9,-19,101
Cc1ccc(CNC(=O)CCSCc2ccc(C)cc2)cc1,-11,-3,94,17,-14,3,0.5,-29,94
CCCNS(=O)(=O)c1cccn1-c1ncc(C(F)(F)F)cc1Cl,0,2,101,-7,-2,3,0.8,-18,101
Cc1ccc(-n2cccc2/C=C2\C(=N)N3N=C(C(C)C)SC3=NC2=O)cc1,-4,-1,100,7,42*,32,-0.4,-22,99
c1ccc(COc2ccc(OCCn3cncn3)cc2)cc1,-2,-3,105,6,6,6,1.0,-16,96
CCN(CC)CCCN1C(=O)C(=O)/C(=C(/O)c2ccc(C)cc2)C1c1ccccn1 (stereo unspecified),-3,2,105,1,-2,1,-0.1,0,101
Cc1cc(C)cc(NC(=S)N(C)C)c1,-4,-3,93,5,-9,3,-0.3,-3,96
O=C(O)CN1CCN(Cc2ccccc2)C1=O,-5,-4,97,11,-1,6,1.0,0,95
COc1ccc(C(=O)N/N=C(\C)CC(=O)Nc2ccc3ccccc3c2)c(OC)c1,-1,3,104,-7,-7,-9,-2.0,-24,100
Cn1c(N)c(C(=O)/C=C/c2ccccc2)c(=O)[nH]c1=O,-7,-1,101,-1,-1,11,0.8,-1,103
Cc1ccc(NNC(=O)c2c(F)cccc2Cl)cc1C,-6,-13,92,-9,13,17,1.0,-3,88
CC(=O)Cn1c2ccccc2n2nc(CCC(=O)O)c(=O)nc12,-2,0,105,17,0,42,-2.5,1,99
COc1ccc(-n2c(Cc3cccn3C)nnc2SCC(=O)NCc2ccco2)cc1,-1,-5,94,-13,20,12,-0.6,-40,92
O=C(NC1CCCCC1)C(c1cccs1)N(CCCN1CCOCC1)C(=O)c1ccc(-c2ccccc2)[nH]1 (stereo unspecified),-9,5,113,-2,-37,-2,0.5,15,109
CNC(C)C#Cc1ccc2sc3cccc(OC)c3c(=O)c2c1 (stereo unspecified),-2,14,100,-1,39*,18,-2.3,-18,100
Cn1ccnc1SCc1cn2ccccc2n1,-1,3,104,72*,19,6,6.8,5,99
Cc1ccc(CNC(=O)CCNC(=O)Cn2ccc3ccccc3c2=O)o1,-3,-1,97,1,-2,17,0.1,-5,100
Cc1cccc(C)c1OCc1nnc(SCC(=O)Nc2cccc(C(=O)N3CCOCC3)c2)n1C,-6,0,99,-4,-5,8,-1.2,-44,101
CCOC(=O)C1CCN(C(=O)Nc2ccc3nccnc3c2)CC1,-2,4,113,9,8,30,-2.1,-6,109
CCOC(=O)c1nn(-c2cccc(OC)c2)c(-c2ccccc2)c1C(=O)c1ccccc1,-3,x,x,5,-15,-48,5.0,-12,x
O=C(NC12CC3CC(CC(C3)C1)C2)N1CCN(c2ncccn2)CC1,-6,3,102,-4,-2,12,-0.7,-18,105
COC(=O)c1cc(-c2ccccc2)sc1N,-2,6,107,5,2,8,3.8,2,105
COc1ccc(-c2noc(-c3ccccc3C(=O)Nc3cccnc3)n2)cc1,-2,26*,98,8,12,3,-1.5,0,100
O=C(Nc1cccc(-c2cn3cccnc3n2)c1)c1ccco1,x,-3,96,18,2,9,4.3,-3,91
Cc1nnc2n1NC(c1ccc(Cl)cc1)C(C(=O)N1CCC(C)CC1)S2 (stereo unspecified),10,x,x,10,8,1,0.7,-13,x
Cc1cc(=O)oc2cc(OCc3ccc(C(=O)OCC(=O)Nc4ccc(N(C)C)cc4)cc3)ccc12,2,1,97,0,14,x,1.7,-6,108
COC(CN(C)C(=O)C1CCC(CNS(=O)(=O)c2ccccc2)CC1)OC (stereo unspecified),-7,3,102,-4,13,-11,0.0,-21,98
Clc1ccc(CSc2nnc(-c3cccnc3)o2)cc1,-2,4,110,-5,-8,1,-3.2,-12,113
Cc1cc2ncn(/N=C/c3cc(Br)ccc3O)c2cc1C,-5,-3,88,x,5,6,x,-4,99
# New compounds follow.
SMILES,GalR3 antagonist,MEKK2mut PB1 HTS,MEKK2wt PB1 HTS,CRFBP-R2 block,HCV NS3 hel inh,SUMO HTRF inh,CRFR2-BP ag,FID counter,MEKK3 PB1 HTS
Cc1cc(NC(=O)C2CC2)ccc1NC(=O)c1cccs1,-7,2,103,-2,-2,-2,0.0,-11,102
COc1ccc(/C=C/C(=O)Nc2ccc(S(=O)(=O)Nc3onc(C)c3C)cc2)cc1OC,-3,7,104,5,13,2,-2.0,-34,106
CCCCCCNc1nc(NCc2ccco2)nc(OCC)n1,-8,4,108,12,-10,-17,0.1,-22,105
FC(F)(F)c1ccccc1CN1CCC(Cc2ccccc2)CC1,-11,8,108,9,2,1,-0.7,5,99
O=C(CSc1nc(C2CC2)nc2ccccc12)Nc1ccccc1Cl,-6,-2,97,-2,1,19,0.3,-8,102
O=C(O)Cn1nc(-c2ccc(F)cc2)oc1=O,1,6,117,28,9,-2,-0.9,2,113
COC(=O)c1cc(NC(=O)CC2C(=O)NCCN2C(=O)c2ccc(F)cc2)cc(C(=O)OC)c1 (stereo unspecified),-7,-2,95,-1,24,20,-1.2,-26,90
COc1ccc2nc(NC(=O)CSc3cn[nH]n3)sc2c1,-1,-3,102,8,2,-6,-0.3,-7,103
CCN(C(=O)CSc1nc(N)cc(N)n1)C1CCS(=O)(=O)C1 (stereo unspecified),1,6,102,14,5,4,-1.8,-9,99
CCCCN(CC)C(=O)Cc1ccc(Br)cc1,-7,0,105,-20,-3,17,-0.2,-7,128*
Cc1ccc(CN(Cc2ccccc2)C(=S)NCC(=O)NCc2cccnc2)o1,-3,-1,94,-6,3,-2,0.8,1,98
OCCC1CN(CC#Cc2ccccc2)CCN1Cc1ccccc1F (stereo unspecified),0,0,98,-1,-8,-4,-0.2,-8,96
O=C(NCC(c1cccnc1)N1CCOCC1)C1CCCCC1 (stereo unspecified),-3,2,104,13,-4,-8,-1.2,-5,106
CCCC(C)C(=O)Nc1ccc(C(N)=O)cc1 (stereo unspecified),-3,2,100,-9,-5,4,0.2,2,102
O=C(Cn1cccc(C(F)(F)F)c1=O)c1ccc(Cl)cc1,-5,6,105,-6,-6,23,-4.4,5,103
O=C(NCc1ccc2c(c1)OCO2)C1CCCN(S(=O)(=O)c2cccnc2)C1 (stereo unspecified),x,9,113,-5,0,-2,-1.2,-5,112

# Of the compounds above, these have a COOH group.
SMILES,GalR3 antagonist,MEKK2mut PB1 HTS,MEKK2wt PB1 HTS,CRFBP-R2 block,HCV NS3 hel inh,SUMO HTRF inh,CRFR2-BP ag,FID counter,MEKK3 PB1 HTS
Cc1ccc(S(=O)(=O)N(CC(=O)Nc2ccccc2C(=O)O)c2cccc(Cl)c2C)cc1,-2,-4,93,50*,2,31,2.0,-7,90
O=C(O)CN1CCN(Cc2ccccc2)C1=O,-5,-4,97,11,-1,6,1.0,0,95
CC(=O)Cn1c2ccccc2n2nc(CCC(=O)O)c(=O)nc12,-2,0,105,17,0,42,-2.5,1,99
O=C(O)Cn1nc(-c2ccc(F)cc2)oc1=O,1,6,117,28,9,-2,-0.9,2,113

# The list is partial; the hit share may differ from the screen's.
